High-throughput results from PubChem BioAssay.
MC4R ag barr: human MC4R agonism via beta-arrestin. P32245. U2OS MC4R beta-arrestin complementation, luminescence; percent of melanotan II response, DMSO zero. activation, % at 8.9 µM. actives 0.98% (n = 360,000). AID 540308;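 active means activation above a per-plate cutoff, the mean activation of sample wells on that plate plus 3 SD, cut at about 8% in these data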
MC4R antagonist: human MC4R antagonism in cAMP assay. inhibition, % at 6.5 µM. MC4R-expressing cells, MTII-stimulated cAMP, LANCE TR-FRET. P32245. actives 0.48% (n = 360,000);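 active means inhibition above its plate's cutoff, the mean of tested wells on that plate plus 3 SD, cut at about 29% in these data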;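 further: 0% = Melanotan II alone and 100% = Melanotan II plus saturating MCL0020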
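Assay system: U2OS-MC4R stable cell line; Also added: Melanotan II; Technique: Eu-cAMP/anti-cAMP TR-FRET, emission 671 nm; Times: 30-min compound, 1-h challenge, 1-h detection, room temperature.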
ABHD5 PLIN5 PPI: blocks binding of human ABHD5 to perilipin-5; Split G. princeps luciferase complementation, luminescence, 4 h; inhibition, % at 4 µM; actives 0.78% (n = 360,000);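 active means inhibition above the mean inhibition across every tested compound plus 3 SD, cut at about 22% in these data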;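 further: 0% = DMSO only wells and the 100% control is not disclosed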
Target sequence (Q00G26 whole entry, looked up): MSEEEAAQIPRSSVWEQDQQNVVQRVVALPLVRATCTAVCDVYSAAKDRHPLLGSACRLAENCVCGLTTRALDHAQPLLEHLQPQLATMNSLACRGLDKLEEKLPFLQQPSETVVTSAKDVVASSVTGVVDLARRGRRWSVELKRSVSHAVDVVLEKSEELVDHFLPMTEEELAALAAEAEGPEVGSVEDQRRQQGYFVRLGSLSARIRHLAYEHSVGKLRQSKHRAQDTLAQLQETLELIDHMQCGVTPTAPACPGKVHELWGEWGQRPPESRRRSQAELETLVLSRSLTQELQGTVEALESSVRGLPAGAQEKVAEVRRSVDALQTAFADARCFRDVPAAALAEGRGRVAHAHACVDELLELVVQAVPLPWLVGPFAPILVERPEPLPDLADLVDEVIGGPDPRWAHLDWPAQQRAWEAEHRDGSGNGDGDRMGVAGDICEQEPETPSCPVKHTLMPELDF
Target sequence (Q8WTS1 whole entry, looked up): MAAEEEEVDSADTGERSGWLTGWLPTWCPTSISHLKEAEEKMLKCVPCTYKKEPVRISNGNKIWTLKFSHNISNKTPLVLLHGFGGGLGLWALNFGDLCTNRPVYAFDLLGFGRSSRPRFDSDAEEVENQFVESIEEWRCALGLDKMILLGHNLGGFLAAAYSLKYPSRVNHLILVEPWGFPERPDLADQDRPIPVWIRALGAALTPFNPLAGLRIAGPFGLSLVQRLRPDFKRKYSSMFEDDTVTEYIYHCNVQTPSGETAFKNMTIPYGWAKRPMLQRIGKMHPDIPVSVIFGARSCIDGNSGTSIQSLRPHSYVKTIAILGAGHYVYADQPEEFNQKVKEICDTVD
HTR2A ag: agonists of mouse serotonin 5-HT2A receptor (HTR2A). P35363. CHO-K1 mHTR2A beta-arrestin complementation, luminescence; percent of 30 µM serotonin response. activation, % at 7.6 µM. actives 0.66% (n = 360,000). AID 624169;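 active means activation above a run cutoff, the mean activation of all tested compounds plus 3 SD, cut at about 14% in these data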;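 further: 0% = plate median of compound wells and 100% = 30 µM serotonin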
TLR9-MyD88 inh: inhibitors of human TLR9-MyD88 binding | actives 0.21% (n = 340,000) | CHO BLA complementation TLR9-MyD88, CCF4 FRET ratio | inhibition, % at 4.98 µM | Q9NR96+Q99836;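 active means inhibition above the mean over all tested compounds plus 3 SD, cut at about 21% in these data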;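 further: 0% = DMSO only wells and 100% = clavulanate BLA inhibitor control wells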
Glyco luc inh: blocks N-linked glycosylation in D54 reporter cells; actives 0.23% (n = 360,000); reporter increase, % at 12.5 µM; D54 ERlucT glycosylation luciferase reporter, 24 h; percent of 100 nM tunicamycin response;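 active means mean luciferase reporter signal, scaled so untreated is 0 and the glycosylation-blocking control 100, at or above a set limit in every replicate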;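 further: luciferase carries N-glycosylation sites so blocking glycosylation raises the light; 0% = median of neutral control wells and 100% = median of 100 nM tunicamycin wells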
SRC2 inh: inhibits human steroid receptor coactivator 2. Q15596. HEK293 GAL4-SRC2 luciferase reporter, luminescence. inhibition, % at 9 µM. actives 0.17% (n = 370,000);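 active means inhibition above the mean inhibition of all tested compounds plus 3 SD, set per campaign, cut at about 52% in these data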;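 further: 0% = DMSO treated cells and 100% = cells given Gossypol at 36 µM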
Cardio protect: protects H9c2 cardiomyocytes from peroxide injury; AID 588492; H2O2 injury protection, ATPLite, 2 h; protection from H2O2 cell death, % at 20 µM; actives 0.63% (n = 360,000);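 active means compounds giving at least 50% protection of heart cells from peroxide-induced death in the single-dose screen, raw or plate-pattern-corrected value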;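 further: 0% = DMSO wells with peroxide and 100% = DMSO wells without peroxide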
NOD2-RIPK2 inh: inhibitors of human NOD2-RIPK2 interaction | CHO BLA complementation NOD2-RIPK2, CCF4 ratio | AID 624267 | inhibition, % at 4.98 µM | O43353 | actives 0.38% (n = 360,000); in the data active means inhibition above about 21%;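 further: 0% = vehicle only and 100% = reference blocker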
ABCB6 inh MLPCN: inhibitors of human ABC transporter ABCB6 | Q9NP58 | K562-ABCB6 porphyrin accumulation, flow cytometry, 1 h; hits give low values | fluorescence ratio to DMSO, % at 10 µM | actives 0.19% (n = 360,000);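 active means fluorescence ratio to DMSO below 75%, the collection mean minus 3 SD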;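 further: signal is porphyrin accumulated inside mitochondria; 100% equals median channel fluorescence of DMSO control wells; lower ratio means ABCB6 inhibition with less porphyrin fluorescence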
* hit, by the source's call; / = not tested or not shown.

SMILES	MC4R ag barr	MC4R antagonist	ABHD5 PLIN5 PPI	HTR2A ag	TLR9-MyD88 inh	Glyco luc inh	SRC2 inh	Cardio protect	NOD2-RIPK2 inh	ABCB6 inh MLPCN
Cc1ccc(C)c(N2CCN(C(=O)c3cc(S(=O)(=O)N4CCOCC4)ccc3F)CC2)c1	-1.1	1	0	1	4	3	-8	-4	7	96
Fc1ccc(-c2csc3ncnc(N4CCc5ccccc5C4)c23)cc1	-1.6	9	-7	5	-4	-3	10	2	0	93
COC(=O)c1sc(NC(=S)NC(=O)c2ccccc2F)nc1C	-1.7	-2	-4	1	4	-4	-39	-12	-5	102
Cc1ccccc1-n1c(SCC(=O)N/N=C/c2ccccc2OCC(=O)O)nc2ccccc2c1=O	-0.7	8	4	0	-10	-1	-13	-3	-1	93
CCCCCC(=O)Nc1nc(C)c(-c2csc(Nc3ccccc3OC)n2)s1	-1.8	-3	-17	-7	-8	-2	-19	-9	0	103
COc1ccc(CNCCc2ccc([N+](=O)[O-])cc2)c(OC)c1OC	-1.0	-3	4	2	0	2	-9	5	6	101
CN(C(=O)CSc1nnc(Cc2cccc3ccccc23)n1N)C1CCS(=O)(=O)C1 (configuration not stated)	0.3	6	-3	1	-1	2	-3	-2	-8	103
Cc1ccc(C(=O)N2CCN(c3ccccc3)CC2)cc1S(=O)(=O)N1CCCC1	-0.6	0	2	-7	1	0	13	5	-17	105
O=C(O)c1ccc(Cn2cc(C(F)(F)F)ccc2=O)cc1	1.4	-2	-1	0	5	1	19	3	1	107
COc1ccc(Cl)cc1C(=O)NN=C1CCCC1	1.2	-8	2	-1	8	3	11	-1	-5	100
CC(=O)Oc1ccc(C(=O)Nc2cc(C)on2)cc1	0.2	9	5	0	-5	2	-57	-3	-7	97
Cn1c(SCc2c(F)cccc2Cl)nnc1-c1cccs1	3.0	3	2	5	-6	4	-81	-2	4	83
COc1ccc(-c2nc(-c3cccs3)c(-c3cccs3)[nH]2)cc1O	-1.5	0	0	-2	7	-4	1	19	0	105
CCOc1cc(CNCCc2ccc(S(N)(=O)=O)cc2)ccc1OCc1ccc(Cl)cc1	12*	3	28*	-3	0	-4	23	-33	15	89
CN(C)S(=O)(=O)c1ccc(NC(=O)CN2C(=O)NC(Cc3ccccc3)C2=O)cc1 (configuration not stated)	-0.7	-1	5	0	-1	2	8	6	2	93
CC(CN1C(C)CCCC1C)OC(=O)c1cccc(F)c1 (configuration not stated)	-1.3	5	3	3	0	2	-14	2	1	96
CC(C)CCN1CCN(Cc2nc(-c3ccc(F)cc3)cs2)CC1CCO (configuration not stated)	-0.9	4	0	-6	-5	2	10	-6	6	96
CNc1cccc(-c2cccc(C(=O)N3CCOCC3)c2)n1	-0.7	-3	1	9	/	-2	-24	-3	-2	98
c1ccc(-c2cc(-c3nnc4sc(-c5ccccn5)nn34)[nH]n2)cc1	-0.2	16	0	-1	-11	4	-12	63*	1	96
COc1ccc(C)cc1S(=O)(=O)Nc1ccccc1	-1.1	8	-3	1	6	-2	/	-1	-2	98
Cc1ccccc1NC(=O)NC1(C(=O)NCC2CCCO2)CCCCC1 (configuration not stated)	1.2	26	-1	1	-4	-1	-7	-4	-10	101
COC(=O)c1nc(Cl)c(Cl)c(N)c1Cl	-1.2	3	4	3	2	2	3	4	0	99
CCOC(=O)Cn1nc(C)c(NC(=O)CCc2ccccc2)c1C	0.0	6	0	7	-1	0	-8	4	-11	101
CC1CCN(c2cc(=O)n(C3CCCCC3)c(=O)[nH]2)CC1	1.2	-3	-13	2	3	4	-2	9	-1	90
O=[N+]([O-])c1ccc(F)cc1OCc1nc(-c2cccs2)no1	-0.5	22	-2	-3	6	-7	-83	2	1	100
COc1c(Cl)ccc(Cl)c1C(=O)NC(=O)Nc1nc(C)cc(C)n1	1.8	10	-2	-7	-15	1	25	-1	-10	99
O=C(Cc1ccc(F)cc1)NC1CCCCCC1	0.4	26	-3	-1	-12	1	-18	0	-1	96
COc1ccc(Cl)cc1Cn1c(C)c(C(=O)NCc2ccc(C#N)cc2)sc1=O	0.2	3	0	14	/	-5	-21	9	5	102
O=C(CCN1C(=O)c2ccccc2C1=O)Nc1ccc(S(=O)(=O)N2CCOCC2)cc1	-2.1	6	-4	-1	-7	0	/	4	-3	102
O=C(CCn1cnnn1)Nc1ccc(F)cc1	1.2	0	-1	0	2	1	-35	2	-4	100
O=C(Nc1cc(C(=O)N2CCOCC2)cc(C(=O)N2CCOCC2)c1)c1cc(F)c(F)cc1Cl	-1.5	-3	1	0	-2	1	-9	10	-5	100
Cc1ccc2nc(NC(=O)c3ccc(Cl)s3)sc2c1	-1.1	-3	4	-5	-2	1	-82	-8	-4	106
CC(C)C(=O)Nc1cccc(C(=O)N2CCCCC2C)c1 (configuration not stated)	2.6	13	3	3	6	1	-8	-25	-13	99
COCCn1c(C)cc(/C=C2/NC(=O)N(c3cccc(Cl)c3)C2=O)c1C	-1.2	17	3	-3	-1	-8	21	-6	-5	111
O=C(COC(=O)CC1CCCC1)Nc1ccc(Br)cc1F	2.6	3	2	10	-9	-2	-46	3	12	98
N#Cc1ccc(Cl)cc1NC(=O)CN1C(=O)C(=O)N(CCC2=CCCCC2)C1=O	2.3	6	-2	-6	-10	2	-2	8	-4	91

Part of the list above in order of SMILES length, largest number first.
SMILES	MC4R ag barr	MC4R antagonist	ABHD5 PLIN5 PPI	HTR2A ag	TLR9-MyD88 inh	Glyco luc inh	SRC2 inh	Cardio protect	NOD2-RIPK2 inh	ABCB6 inh MLPCN
O=C(Nc1cc(C(=O)N2CCOCC2)cc(C(=O)N2CCOCC2)c1)c1cc(F)c(F)cc1Cl	-1.5	-3	1	0	-2	1	-9	10	-5	100
O=C(CCN1C(=O)c2ccccc2C1=O)Nc1ccc(S(=O)(=O)N2CCOCC2)cc1	-2.1	6	-4	-1	-7	0	/	4	-3	102
N#Cc1ccc(Cl)cc1NC(=O)CN1C(=O)C(=O)N(CCC2=CCCCC2)C1=O	2.3	6	-2	-6	-10	2	-2	8	-4	91
COc1ccc(Cl)cc1Cn1c(C)c(C(=O)NCc2ccc(C#N)cc2)sc1=O	0.2	3	0	14	/	-5	-21	9	5	102
COCCn1c(C)cc(/C=C2/NC(=O)N(c3cccc(Cl)c3)C2=O)c1C	-1.2	17	3	-3	-1	-8	21	-6	-5	111
COc1c(Cl)ccc(Cl)c1C(=O)NC(=O)Nc1nc(C)cc(C)n1	1.8	10	-2	-7	-15	1	25	-1	-10	99
O=[N+]([O-])c1ccc(F)cc1OCc1nc(-c2cccs2)no1	-0.5	22	-2	-3	6	-7	-83	2	1	100
CC1CCN(c2cc(=O)n(C3CCCCC3)c(=O)[nH]2)CC1	1.2	-3	-13	2	3	4	-2	9	-1	90
CCOC(=O)Cn1nc(C)c(NC(=O)CCc2ccccc2)c1C	0.0	6	0	7	-1	0	-8	4	-11	101
CC(C)C(=O)Nc1cccc(C(=O)N2CCCCC2C)c1 (configuration not stated)	2.6	13	3	3	6	1	-8	-25	-13	99
O=C(COC(=O)CC1CCCC1)Nc1ccc(Br)cc1F	2.6	3	2	10	-9	-2	-46	3	12	98
O=C(CCn1cnnn1)Nc1ccc(F)cc1	1.2	0	-1	0	2	1	-35	2	-4	100

More structures
SMILES	MC4R ag barr	MC4R antagonist	ABHD5 PLIN5 PPI	HTR2A ag	TLR9-MyD88 inh	Glyco luc inh	SRC2 inh	Cardio protect	NOD2-RIPK2 inh	ABCB6 inh MLPCN
CCc1ccccc1NC(=O)Cn1nnc(-c2cccs2)n1	-0.6	6	-1	0	-8	0	12	4	3	97
CN(c1ccccc1)S(=O)(=O)c1ccc(NC(=O)C2CC2)cc1	-2.2	1	-7	-4	-11	-4	33	4	2	95
O=C(CCCN1C(=O)/C(=C\c2cccs2)SC1=S)Nc1cccc(C(=O)O)c1	2.7	14	1	-2	3	-1	-11	0	24*	99
C(=N\N=C\c1cccs1)/c1cccs1	-0.5	5	-5	0	10	-4	-42	-12	0	94
CCC1CCC(N2CCN(c3ccccc3F)CC2)CC1 (configuration not stated)	-0.4	-3	-5	-5	-4	-2	-1	3	0	99
CCOC(=O)C1=C(COC(=O)CNC(=O)c2cc(OC)c(OC)c(OC)c2)NC(=O)NC1C (configuration not stated)	0.3	15	9	7	-16	1	4	1	-2	99
COCCNC(=O)NC(=O)COC(=O)C12CC3CC(CC(NC(C)=O)(C3)C1)C2	-2.4	1	-2	2	-11	-1	-9	-1	-2	102
CC12CC3CC(C)(C1)CC(C(=O)NC1=NCCS1)(C3)C2	-0.5	3	5	-2	3	-2	24	-3	-1	94
CCOc1ccc(-c2noc(COC)n2)cc1OC	-0.1	21	3	2	7	0	-28	3	-2	103
O=S(=O)(c1ccc2c(c1)OCCO2)N1CCN(c2cccc(Cl)c2)CC1	1.3	4	-3	-6	-2	0	2	-17	2	108
O=C1c2[nH]c3ccccc3c2CC1N1C(=O)c2ccccc2C1=O (configuration not stated)	-0.4	2	-6	-2	-9	0	-33	7	4	101
CCCOc1ccc(Br)cc1/C=N/NC(=O)c1cc(OC)c(OC)c(OC)c1	1.7	7	5	0	-3	1	29	-5	-12	94
NS(=O)(=O)c1ccc(-c2ccc(/C=C3\C(=O)Nc4cc(Cl)ccc43)o2)cc1	-1.2	3	14	1	-12	-3	-8	10	-5	102
CC(C(=O)N1CCN(Cc2ccc3c(c2)OCO3)CC1)c1ccc([N+](=O)[O-])cc1 (configuration not stated)	-0.6	7	1	6	9	0	-9	-4	-14	104
O=S1(=O)N[C@@H](Cc2ccccc2)COc2cc(N3CCC[C@H]3CO)ccc21	/	/	-3	2	/	/	16	/	16	101
COc1cc(S(=O)(=O)N(Cc2ccc(C)cc2)Cc2ccco2)ccc1-n1cnnn1	0.2	8	2	-4	-5	-4	1	-5	-12	104
CCCc1cc(C(=O)N2CCN(S(=O)(=O)c3ccc(OC)c(OC)c3)CC2)cs1	-0.7	2	-6	3	-11	-1	19	-6	5	96
C=CC[C@H](CC(=O)N[C@H](CO)Cc1ccccc1)C(=O)N[C@H](COC(=O)[C@@H](CC=C)Cc1ccc(F)cc1)Cc1c[nH]c2ccccc12	-1.0	-4	2	9	4	-2	/	-4	-13	97
COCCCN1C(=O)C(=O)/C(=C(/O)c2ccccc2)C1c1ccc2c(c1)OCO2 (configuration not stated)	0.5	1	-7	0	-1	-1	-44	4	-6	100
CCCc1nn2c(-c3ccccc3)nnc2o1	1.7	3	-12	-4	-13	-4	1	13	-12	99
Cc1cc(NC(=O)c2ccc(Cn3nc(C)c(Br)c3C)o2)no1	1.0	1	-3	-3	-7	0	2	11	2	104
Cc1cc(-c2nnc(CCC(=O)N(C)C(C)c3cccs3)o2)no1 (configuration not stated)	0.6	7	-4	-1	6	0	-10	-4	2	105

A portion of the library (hit frequency here may not be typical).
